HKDC1 inhibitor: HKDC1 hexokinase inhibitors, primary screen, biochemical, fluorescence, uHTS; recombinant HKDC1, G6PDH/diaphorase resazurin coupled fluorescence; inhibition, % at 20 µM; hit rate 0.16% among 340,000; AID 493160, 2011;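 active = inhibition above about 35% when tested at 20 µM, limit read from the data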;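 note: plate controls were DMSO wells with enzyme for no effect and DMSO wells lacking enzyme for full effect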
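Incubation: 90 min at room temperature in dark / Material: recombinant HKDC1 (HK5) hexokinase enzyme, produced in-house / Quantity: enzyme 5 µg/mL final / Compound: one dose of 20 µM, 1% DMSO / Reagent: glucose and ATP substrates / Buffer or medium: Tris pH 8.0 buffer with MgCl2, Tween-20, BSA, BME / Technique: resorufin fluorescence at 613 nm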
GRIN3A LBD mod: binders of NR3A ligand-binding domain, primary screen, biophysical, differential scanning fluorimetry, uHTS | Glutamate receptor ionotropic, NMDA 3A (GRIN3A) ligand-binding domain | NR3A LBD differential scanning fluorimetry, Tm shift; 0% = protein alone, 100% = glycine-bound protein | Tm shift relative to glycine control, % at 25 µM | hit rate 2.5% among 340,000 | AID 1259313, 2017;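 active = melting temperature shift of at least 10% of the positive control shift, at one fixed dose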
ATG4B inh: ATG4B protease inhibitors, primary screen, biochemical, fluorescence, uHTS; hit rate 0.51% among 340,000; Cysteine protease ATG4B (Homo sapiens), Q9Y4P1; AID 504462, 2011; inhibition, % at 8.33 µM; ATG4B cleavage of LC3-PLA2, NBD-HPC fluorescence, 1 h; in the data active = inhibition above about 40%
Target sequence (Q9Y4P1 whole entry, looked up): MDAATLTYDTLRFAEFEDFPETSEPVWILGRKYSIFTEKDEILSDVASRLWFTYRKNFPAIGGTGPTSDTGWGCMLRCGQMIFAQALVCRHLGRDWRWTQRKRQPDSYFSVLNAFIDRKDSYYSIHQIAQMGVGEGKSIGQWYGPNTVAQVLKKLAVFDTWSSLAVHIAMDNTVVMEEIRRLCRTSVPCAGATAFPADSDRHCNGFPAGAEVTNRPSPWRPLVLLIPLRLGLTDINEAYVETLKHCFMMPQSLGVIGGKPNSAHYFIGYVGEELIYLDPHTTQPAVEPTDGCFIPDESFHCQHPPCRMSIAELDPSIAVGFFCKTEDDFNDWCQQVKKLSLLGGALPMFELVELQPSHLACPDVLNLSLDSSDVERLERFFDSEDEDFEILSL
SENP6 inh: SENP6 protease inhibitors, primary screen, biochemical, luminescence, uHTS; inhibition, % at 10 µM; Sentrin-specific protease 6 (Homo sapiens), Q9GZR1; Recombinant SENP6 catalytic domain, aminoluciferin luminescence; hit rate 1.8% among 330,000;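 active = inhibition above about 50% at the single tested dose, limit read from the data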;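 note: plate controls were DMSO wells with enzyme for no effect and DMSO wells lacking enzyme for full effect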
Target sequence (Q9GZR1 628-1112 limits assumed): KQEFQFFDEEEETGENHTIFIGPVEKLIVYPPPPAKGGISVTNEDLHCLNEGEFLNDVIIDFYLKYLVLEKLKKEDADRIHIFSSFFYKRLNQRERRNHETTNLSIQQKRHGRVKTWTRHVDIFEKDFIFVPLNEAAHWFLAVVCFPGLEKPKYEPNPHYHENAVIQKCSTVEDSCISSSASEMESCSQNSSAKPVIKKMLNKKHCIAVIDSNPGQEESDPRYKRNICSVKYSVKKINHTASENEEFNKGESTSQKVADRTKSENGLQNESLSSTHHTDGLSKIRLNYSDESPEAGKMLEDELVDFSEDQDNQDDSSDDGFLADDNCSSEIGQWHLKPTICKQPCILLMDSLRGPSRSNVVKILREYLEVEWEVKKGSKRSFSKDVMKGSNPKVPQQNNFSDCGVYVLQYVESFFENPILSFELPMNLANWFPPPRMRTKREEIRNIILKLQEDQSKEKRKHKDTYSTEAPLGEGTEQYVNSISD
SENP8 inh: human SENP8 protease inhibitors, primary screen, biochemical, fluorescence, Nedd8 protein substrate, uHTS | hit rate 0.64% among 360,000 | recombinant SENP8 | inhibition, % at 20 µM | Sentrin-specific protease 8 (Homo sapiens), Q96LD8; in the data active = inhibition mostly above about 40%, no sharp cut-off; inactive = mostly below about 27%
PfGluPho inh: PfG6PD enzyme inhibitors, primary screen, biochemical, fluorescence intensity, uHTS. PfGluPho enzyme, NADPH resazurin-diaphorase fluorescence. hit rate 0.78% among 350,000. inhibition, % at 20 µM. glucose-6-phosphate dehydrogenase-6-phosphogluconolactonase (Plasmodium falciparum 3D7);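 active = inhibition reaching at least a set limit at 20 µM in the primary screen, cut at about 59% in these data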;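 note: 0% = DMSO wells with substrate and 100% = DMSO wells lacking glucose-6-phosphate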
SENP7 inh: SENP7 protease inhibitors, primary screen, biochemical, luminescence, uHTS; recombinant SENP7, Z-RLRGG-aminoluciferin luminescence, 40 min; inhibition, % at 5 µM; hit rate 1.5% among 330,000;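 active = inhibition above about 50% at the single test dose, limit read from the data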;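 note: plate controls were DMSO with enzyme for no effect and no enzyme buffer wells for full effect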
MPTP inh: mitochondrial permeability transition pore inhibitors, primary screen, biochemical, isolated mouse mitochondria, absorbance; Ca2+ swelling absorbance, 30 min; inhibition, % at 10 µM; hit rate 1.4% among 360,000; AID 602449, 2012;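 active = inhibition of 50% or more, scaled per plate between neutral and stimulator controls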;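 note: 0% = DMSO wells given calcium and 100% = 1 mM EGTA wells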
* marks the source's active call; other numbers are inactive results; . = not tested or not shown.

SMILES	HKDC1 inhibitor	GRIN3A LBD mod	ATG4B inh	SENP6 inh	SENP8 inh	PfGluPho inh	SENP7 inh	MPTP inh
O=C(CSC1=NC(=O)C(Cc2ccccc2)C(=O)N1)Nc1ncc(Br)cc1Br (stereo not drawn)	-6	-2	10	-8	5	-17	0	-1.0
CCCCn1c(N)c(N(CC(C)C)C(=O)c2cccc(S(=O)(=O)N(CC)c3ccccc3)c2)c(=O)[nH]c1=O	-2	0	-19	.	-11	-2	.	0.5
CC(C)CCNc1ncnc2c1nnn2Cc1ccccc1Cl	-1	0	3	-17	9	8	6	1.8
CCCC(=O)N1CCN(c2nc3c(OC)ccc(Cl)c3s2)CC1	1	0	-4	3	9	8	6	-1.1
Cc1cccnc1NC(=O)c1ccc(Cl)c(S(=O)(=O)N2CCCC2)c1	4	2	-2	10	0	-10	-4	-0.3
CCCSc1nc2cc(S(=O)(=O)N3CCOCC3)ccc2n1CC	-3	3	-8	-7	-4	10	0	1.7
COC(=O)CNC(=O)C1CC(=O)N(CCc2ccc(F)cc2)C1 (stereo not drawn)	-7	4	-4	3	11	-28	-4	0.3
CC1CCN(C(=O)COC(=O)c2cc3ccccc3cc2O)CC1	1	2	-12	-20	-127	6	-8	1.8
Cn1c(COc2ccccc2O)[n+](C)c2ccccc21	-2	-2	-2	11	-6	-7	1	0.0
CCOC(=O)CSc1nnc(CSc2nc3sc4c(c3c(=O)[nH]2)CCC4)n1-c1ccccc1	4	-1	7	-13	-20	-21	6	3.4
COc1cc(OC)cc(C(=O)NCC(=O)OC(C)C(=O)NC(C)C2CC3CCC2C3)c1 (stereo not drawn)	-1	1	-7	-20	-2	-2	1	0.1
COc1ccc(S(=O)(=O)N2CCCCC2)cc1NC(=O)CNc1ccccc1N1CCCC1=O	0	0	-56	4	13	-8	1	-0.5

Single records, as listed above. Screens in order: HKDC1 inhibitor | GRIN3A LBD mod | ATG4B inh | SENP6 inh | SENP8 inh | PfGluPho inh | SENP7 inh | MPTP inh
COC(=O)CNC(=O)C1CC(=O)N(CCc2ccc(F)cc2)C1 (stereo not drawn) across the screens: -7 | 4 | -4 | 3 | 11 | -28 | -4 | 0.3
CCCCn1c(N)c(N(CC(C)C)C(=O)c2cccc(S(=O)(=O)N(CC)c3ccccc3)c2)c(=O)[nH]c1=O across the screens: -2 | 0 | -19 | . | -11 | -2 | . | 0.5
COc1cc(OC)cc(C(=O)NCC(=O)OC(C)C(=O)NC(C)C2CC3CCC2C3)c1 (stereo not drawn) across the screens: -1 | 1 | -7 | -20 | -2 | -2 | 1 | 0.1
O=C(CSC1=NC(=O)C(Cc2ccccc2)C(=O)N1)Nc1ncc(Br)cc1Br (stereo not drawn) across the screens: -6 | -2 | 10 | -8 | 5 | -17 | 0 | -1.0
CCOC(=O)CSc1nnc(CSc2nc3sc4c(c3c(=O)[nH]2)CCC4)n1-c1ccccc1 across the screens: 4 | -1 | 7 | -13 | -20 | -21 | 6 | 3.4

Following part.
SMILES	HKDC1 inhibitor	GRIN3A LBD mod	ATG4B inh	SENP6 inh	SENP8 inh	PfGluPho inh	SENP7 inh	MPTP inh
CN(CC(=O)N1CCCCCC1)S(=O)(=O)c1ccc(F)cc1	-13	-2	1	-1	1	4	-9	0.0
CC(OC(=O)CN1C(=O)c2ccccc2C1=O)C(=O)NC1CCCCC1C (stereo not drawn)	-6	1	-3	-4	16	-8	-4	-1.1
CCC(C)c1ccc(OCCCCN2CCOCC2)cc1 (stereo not drawn)	-3	1	-7	-6	13	-3	-2	-0.8
Cc1ccc2cc(CN(c3cccc(C)c3C)S(=O)(=O)c3ccccc3)c(=O)[nH]c2c1	-6	2	2	-9	-90	-3	9	-0.9
O=C(Nc1nc2c(s1)CCCC2)Oc1ccccc1	-4	0	-9	-12	22	-1	5	1.0
Cc1c(C(=O)N(C)C)sc2nc(-c3ccccn3)[nH]c(=O)c12	-2	-4	-3	-10	-339	9	-1	-1.0
COc1ccc(CNC(=O)COC(=O)CCOc2ccc(C)cc2)cc1	-2	0	-11	-3	5	-9	1	0.6
Cc1ccccc1Cn1cc(S(=O)(=O)CC(=O)N2CCCCC2)c2ccccc21	-7	-1	-1	1	15	-22	-6	1.5
COc1ccc(C(=O)NCCCCCC(=O)O)cc1OC	-3	0	-1	9	15	1	8	0.5
COc1ccc([N+](=O)[O-])cc1NC(=O)C(C)OC(=O)Cc1ccc(OC)c(OC)c1 (stereo not drawn)	-3	0	-8	-6	15	7	-1	1.5
O=C(Nc1ccc2c(c1)OCO2)C1CCCN1C(=O)Nc1ccccc1F (stereo not drawn)	-10	-7	-1	-14	7	1	6	0.4
COC(=O)C1=CN(CC2CCCO2)C=C(C(=O)OC)C1c1ccccc1C(F)(F)F (stereo not drawn)	3	1	-4	-3	-500	0	0	0.1
O=C(Oc1cccc(-n2cnnn2)c1)c1ccco1	5	-2	5	-1	23	-4	-5	-0.9
Cc1ccc(C)c(NC(=O)c2cc([N+](=O)[O-])cc([N+](=O)[O-])c2)c1	1	-1	-1	2	24	18	2	1.0
COc1ccc(CCN(Cc2ccccn2)C(=S)Nc2ccccc2Cl)cc1OC	-4	0	-9	27	-29	7	5	-1.3
O=C(CS(=O)(=O)c1cn(Cc2ccc(Cl)cc2)c2ccccc12)N1CCOCC1	2	-4	-6	-8	10	-4	-7	-0.2
N#C/C(=C/c1cccn1-c1cccc(C(=O)O)c1)c1ccc(Cl)cc1	5	-6	20	-16	8	-29	-6	-0.9
C/C(=N\OC(=O)c1cccc(C)c1)c1sc(-c2ccccc2)nc1C	-8	18*	3	1	-16	-14	21	-0.2
O=C(O)COc1ccccc1/C=N/NC(=O)Cc1csc(Nc2cccc(C(F)(F)F)c2)n1	17	-4	7	15	6	-21	3	-2.2
COc1ccc(N2CCN(C(=O)c3oc4c(c3C)C(=O)CCC4)CC2)cc1	1	-3	5	9	4	-8	-8	0.0
COC(=O)c1ccc(OCC(O)CN2CCOCC2)cc1 (stereo not drawn)	-7	-1	9	-20	12	-10	5	-0.8
CC(=O)Nc1ccc(NC(=O)C(C)OC(=O)CCCN2C(=O)c3cccc4cccc(c34)C2=O)cc1 (stereo not drawn)	3	-1	5	-2	-258	-6	4	-0.1
CCC(=O)c1cn(CC(=O)Nc2cccc(C)c2C)c2ccccc12	-11	1	-2	9	23	-16	-4	2.8
O=C(Cc1ccccc1[N+](=O)[O-])NCc1ccccc1Cl	-11	0	-1	4	16	3	3	-1.0

Entries listed so far printed as active in GRIN3A LBD mod:
SMILES | HKDC1 inhibitor | GRIN3A LBD mod | ATG4B inh | SENP6 inh | PfGluPho inh | SENP7 inh | MPTP inh
C/C(=N\OC(=O)c1cccc(C)c1)c1sc(-c2ccccc2)nc1C | -8 | 18* | 3 | 1 | -14 | 21 | -0.2

Other compounds
SMILES	HKDC1 inhibitor	GRIN3A LBD mod	ATG4B inh	SENP6 inh	SENP8 inh	PfGluPho inh	SENP7 inh	MPTP inh
COc1ccc(N2CCN(C(=O)COc3ncnc4ccccc34)CC2)cc1	-5	0	-7	-6	9	1	8	-1.4
CCCOc1ccc(S(=O)(=O)N2CCOCC2)cc1[N+](=O)[O-]	1	-1	-3	20	23	0	9	-0.2
O=C(CCn1nc(-c2ccccc2)c2ccccc2c1=O)NN1CCOCC1	13	-1	-10	-5	3	3	11	-2.7
CC(=O)C(=Nc1ccccc1Cl)NNc1ccc(Cl)cc1	5	-17	4	-10	22	30	-3	6.7
Cc1nc(Nc2nc3ccccc3o2)nc(C)c1C(=O)Nc1ccc(F)cc1	0	0	-3	0	8	-13	2	-1.8
COc1ccc(CC(=O)OCC(=O)NC(=O)NC23CC4CC(CC(C4)C2)C3)cc1	13	-15	-14	-9	11	17	-3	4.7
Cc1cnnn1-c1cccc([N+](=O)[O-])c1	-9	-1	1	-7	9	7	-8	-1.8
CC(C)CC(=O)NNC(=O)C(C)C	-15	-1	8	-3	15	-9	-8	0.5
O=C(O)c1ccc(F)c(S(=O)(=O)Nc2ccccc2Cl)c1	-10	0	4	-4	6	13	15	-1.9
Cc1ccc(-c2nnc3ccc(SCC(=O)N4CCCc5ccccc54)nn23)cc1	1	18*	-15	-7	-209	-7	-1	3.7
COc1ccc(COC(=O)N/N=C(\C)CC(=O)Nc2ccc(Cl)cc2)cc1	5	-15	-8	-3	23	14	0	1.0
COc1ccc(-c2nc3n(c2C)Cc2ccccc2-3)cc1	-1	1	4	28	-441	14	10	-0.2
CNC(=O)c1sccc1Oc1ccc(F)cc1[N+](=O)[O-]	11	-2	-3	-1	10	-2	-6	-1.6
O=C1CCCN1CCCn1cnc2c([nH]c3ccc(F)cc32)c1=O	-6	0	-4	0	-75	-6	-2	0.0
CCN(C(=O)CSc1nnc(NCc2ccccc2)s1)C1CCS(=O)(=O)C1 (stereo not drawn)	-3	-2	-3	-9	6	-21	9	-0.7
COc1cccc(/C=N/n2cnc3cc(C)c(C)cc32)c1OC	5	0	10	-61	-19	5	-9	2.7
CCc1ccccc1NC(=O)CNC(=O)c1ccc(OCc2cn3ccccc3n2)cc1	-5	1	-9	-16	-28	-12	0	-0.6
COc1ccc(CC(=O)N2CCc3ccccc32)cc1	-3	4	5	-10	16	-13	11	-0.7
CCC(=O)OCC(=O)Nc1ccc(OC)cc1[N+](=O)[O-]	-14	-1	-5	-22	14	3	-6	0.5
CC/C(=N\NC(=O)c1ccncc1)C12CC3CC(CC(C3)C1)C2	7	-2	4	-11	14	-27	1	2.6
O=C(Nc1nccs1)c1cn2ccccc2n1	10	2	-1	21	2	-7	46	1.0
CCOC(=O)C1C(=O)C=C(c2cccc(NS(C)(=O)=O)c2)CC1c1ccco1 (stereo not drawn)	7	0	-15	2	-33	17	2	3.3
O=C1C2CCCCC2C(=O)N1c1cccc(OS(=O)(=O)c2ccccc2)c1 (stereo not drawn)	-15	-2	0	-20	4	20	2	0.8
Cc1cccc(C(=O)Nc2scc(-c3ccc(Br)cc3)c2C(=O)O)c1	21	-7	37	39	-28	52	7	12
O=C(Nc1ccccn1)c1cc(-c2cccc(Cl)c2)nc2ccccc12	1	-2	-1	-7	16	11	-2	3.6
O=C(c1csc(Nc2ccccc2Cl)n1)N1CCCC1	4	2	-8	6	13	19	5	-0.2
COc1cc(/C=N/NC(=O)c2sc3nc(C)cc(C)c3c2N)ccc1O	-6	-7	-48	15	-462	10	8	2.0
